Screens deposited in PubChem BioAssay by National Center for Advancing Translational Sciences (NCATS).
AT treatment: potential ataxia-telangiectasia treatments restoring KAP-1 phosphorylation; […] A-T fibroblasts, KAP-1 phosphorylation AlphaLISA; neocarzinostatin DNA damage 30 min before lysis; Potency, µM (top dose mostly 57.5 µM), for the others: at the top dose activation, most hits filed as activators; actives 0.19% (n = 320,000); AID 485349; note: potency is the fitted concentration of half-maximal effect; % of control where 0% means no effect; nearly all actives have a fitted effect of over 45% in size
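ATM-like activity read as KAP-1 phosphorylation via AlphaLISA donor/acceptor antibody pairs after lysis and 6 hr at 25C. Cells were ATM-null patient fibroblasts ([…], hTERT), dosed 60 min, then exposed to the DSB inducer NCS for 30 min.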
ELG1 DNA repair: inhibitors of ELG1-dependent DNA repair in HEK293T cells; HEK293T ELG1-luciferase reporter, luminescence, 16 h; DNA damage induced by 5-fluorouridine; Potency, µM (doses to about 46.1 µM), inactives show at the top dose activity change, negative = inhibition, actives largely listed as inhibitors; actives 2.3% (n = 330,000); note: potency is the fitted concentration of half-maximal effect; % is set by controls: 0 for no effect and ±100 for the full control effect; nearly all actives have a fitted effect of over 55% in size
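In this reporter screen, reduction of luminescence relative to DMSO vehicle indicated activity. Compounds and 5-fluorouridine were added together to 2,000 cells per well, incubated for 16 hr at 37 °C, then developed with ONE-Glo.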
Eya2 inh: Eya2 (human) phosphatase inhibition. AID 488837. recombinant Eya2, OMFP fluorescence dephosphorylation (OMFP is methylfluorescein phosphate). O00167. Potency, µM (titrated, usually from 76.9 µM), for inactives: at the highest dose activity, negative = inhibition, usual class: inhibitors. actives 0.006% (n = 330,000); note: potency is the fitted concentration of half-maximal effect; % is set by controls: 0 for no effect and ±100 for the full control effect
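Eya2 protein (added as 0.2 uM solution) was preincubated with compound for 10 min at ambient temperature in 50 mM HEPES pH 7.5, 50 mM NaCl, 5 uM MgCl2, 0.05% BSA, 1 mM DTT. OMFP (added at 50 uM) then reacted 10 min; fluorescence read at 485/525 nm.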
TCR act: T cell receptor activation. primary human leukocytes, anti-CD3, IL-2 HTRF, 48 h. Potency, µM (top dose mostly 9.22 µM), inactives show top-dose activation of IL-2 secretion, actives largely listed as activators. 330,000 tested, under 10 active. AID 504894; note: % of control where 0% means no effect
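Readout: HTRF IL-2, Eu-cryptate/d2 antibody pair, 320nm excitation, 665nm emission. Stimulus: a-CD3 beads, no co-stimulation. Cells: primary human leukocytes. Exposure: 48 hr with compound.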
TSHR antagonist: human thyrotropin receptor antagonism | TSHR-expressing cells, TSH-stimulated cAMP HTRF, 2 h; active compounds read low | P16473 | activity change, negative = inhibition, % at 11.5 µM | actives 0.2% (n = 330,000);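 active = activity change below a set negative limit, meaning inhibition stronger than a set level, cut at about -70% in these data; inconclusive = activity change between two set negative limits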; note: % is set by controls: 0 for no effect and ±100 for the full control effect
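Inhibition of cAMP made by TSHR-expressing cells under TSH stimulation (4nM final, EC80; 2 h, 37 deg C) is quantified with a one-step lysis HTRF kit, anti-cAMP cryptate versus cAMP-d2.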
TRPV1 ag: agonists of human vanilloid receptor 1 (TRPV1) | TRPV1-expressing cells, Fluo-8 calcium influx, agonist mode | activation, % at 8.33 µM | Q8NER1 | actives 0.19% (n = 320,000); in the data active = activation above about 80%; inconclusive = between about 30% and that limit; note: 0% is about no effect
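Fluo-8 calcium influx in TRPV1-expressing cells, kinetic read (ex 480/em 520 nm). Compound added and read 3 min for agonist activity, followed by capsaicin at EC20 final and 2 min further read for enhancement.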
KCNH2 3.1 block: blocks the human KCNH2 3.1 channel isoform; actives 0.95% (n = 340,000); U2OS KCNH2 3.1, thallium flux FluxOr; active compounds read low; AID 720553; activity change, % (tested at about 1.8 µM);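 active = maximum activity change below -70%; inconclusive = maximum activity change from -70% to -50%; inactive = maximum activity change above -50%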;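 note: thallium influx rate constant from kinetic fluorescence after stimulation buffer; % is set by controls: 0 for no effect and ±100 for the full control effect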
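Measured as rate of thallium-driven FluxOr signal in transduced U2OS cells carrying the 3.1 channel, read kinetically for 2 min upon stimulation; values are rate constants scaled to DMSO control wells.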
Mito fusion yeast: inhibitors of mitochondrial division or activators of mitochondrial fusion. S. cerevisiae fusion-defective mutant growth rescue, CellTiterGlo 48 h. Potency, µM (highest dose often 46.1 µM), for the others: at the top dose growth rescue (activation), actives largely listed as activators. actives 0.23% (n = 320,000). AID 485298;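 note: potency is the fitted concentration of half-maximal effect; % of control where 0% means no effect; nearly all actives have a fitted effect of over 45% in size; temperature-sensitive fusion mutants such as fzo1-1 at 37 °C on non-fermentable ethanol glycerol medium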
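Growth-rescue viability read-out: after 48 h at the non-permissive 37C in glycerol/ethanol YPEG, yeast mitochondrial fusion mutants are measured by CellTiterGlo luminescence; compounds (23 nl pinned per well) restoring growth score as division inhibitors or fusion activators.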
USP2a block: USP2a (human) protease inhibition; actives 0.01% (n = 330,000); Potency, µM (doses to about 38.3 µM), for the others: at the highest dose activity change, negative = inhibition, actives largely listed as inhibitors; USP2 core, Ub-CHOP2 coupled fluorogenic reporter, 485/531; O75604;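 note: potency is the fitted concentration of half-maximal effect; plate controls were DMSO wells for no effect and full inhibition by NEM control for full effect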
Target sequence (O75604 whole entry, looked up): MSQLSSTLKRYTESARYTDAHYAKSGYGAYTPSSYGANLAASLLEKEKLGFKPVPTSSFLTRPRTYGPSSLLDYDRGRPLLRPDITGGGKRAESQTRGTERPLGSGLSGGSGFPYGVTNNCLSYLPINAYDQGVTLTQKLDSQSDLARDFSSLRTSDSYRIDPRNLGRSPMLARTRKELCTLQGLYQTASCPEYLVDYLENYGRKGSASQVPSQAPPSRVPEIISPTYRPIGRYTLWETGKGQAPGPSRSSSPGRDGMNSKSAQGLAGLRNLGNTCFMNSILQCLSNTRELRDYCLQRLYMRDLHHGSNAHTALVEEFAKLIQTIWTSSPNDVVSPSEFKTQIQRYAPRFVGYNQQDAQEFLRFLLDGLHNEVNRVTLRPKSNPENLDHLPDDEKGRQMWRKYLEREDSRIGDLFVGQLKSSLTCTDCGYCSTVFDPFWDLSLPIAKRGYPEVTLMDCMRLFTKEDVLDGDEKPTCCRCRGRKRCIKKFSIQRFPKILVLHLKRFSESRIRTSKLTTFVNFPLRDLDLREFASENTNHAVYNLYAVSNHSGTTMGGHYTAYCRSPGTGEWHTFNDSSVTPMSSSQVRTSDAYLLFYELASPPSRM
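Cell-free coupled assay: 10nM USP2 core preincubated 30min RT with compound in Tris-HCl pH 8.0/CaCl2/CHAPS buffer, then 25nM Ub-CHOP2 and 25nM reporter substrate; fluorescence (Ex 485/Em 531) read after 60min RT, normalized to NEM inhibition, concentration-response curves fitted.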
KCNH2 WT inh: blocks the wildtype human KCNH2 potassium channel; activity change, % at 1.84 µM; Q12809; AID 720551; U2OS, BacMam KCNH2, thallium flux FluxOr; active compounds read low; actives 0.37% (n = 340,000);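 active = maximum activity change below -70%; inconclusive = maximum activity change between -70% and -50%; inactive = maximum activity change above -50%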; note: % is set by controls: 0 for no effect and ±100 for the full control effect
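U2OS cells transduced with wild-type KCNH2 virus are loaded with FluxOr dye for 45 min, and thallium flux is measured in kinetic reads before and after stimulation buffer. Rate constants are normalized to DMSO controls.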
Starred values were filed as active, the others as inactive; ? = inconclusive; nt = no result given; [ ] = another dose, or the depositor's remark. Unless noted, calls come from the whole dose curve; as a rule, active = well fitted curve in the direction sought with a large enough effect; inconclusive = small, poorly fitted or top-dose-only effect, or another doubt; inactive = no such curve, though single readings can be large; an effect the other way counts as inactive or inconclusive. An excerpt; the hit share may differ from the screen's.

SMILES	AT treatment	ELG1 DNA repair	Eya2 inh	TCR act	TSHR antagonist	TRPV1 ag	KCNH2 3.1 block	Mito fusion yeast	USP2a block	KCNH2 WT inh
CC(C)OC(=O)c1cccc(C(=O)O)n1	nt	14%	-7%	6%[46.1 µM]	15	1	2	-1%	2%	-3
CN(/N=C/c1cc(Br)cc(Br)c1O)c1cccc(C(F)(F)F)n1	14%	7.3µM*	-18%	-1%	18	3	7	-5%	-10%	8
Cc1ccccc1CSc1nnnn1-c1ccc(C(N)=O)cc1	-16%	-18%	3%	3%	1	8	3	16%	4%	1
CCCCC1(O)CC(C(F)(F)F)=NN1C(=O)COc1ccccc1 (centres undefined)	4%	?	-27%	-2%[46.1 µM]	-8	-3	-14	?	1%	-32
COc1cc(/C=C2\S/C(=N/S(=O)(=O)Cc3ccccc3)NC2=O)c([N+](=O)[O-])cc1OC	-17%	24%	2%	2%	-6	-2	2	5%	-1%	-1
Cn1c(=NC(=O)CSCC(=O)N2CCCC2)sc2ccccc21	nt	nt	nt	-3%	nt	-5	12	-2%	nt	2
CCCCN(c1ccccc1)S(=O)(=O)c1ccc2c(c1)CCN2C(=O)CCC(=O)O	-7%	?	-3%	3%	-4	1	9	-1%	-5%	-26
COc1ccc(C(=O)Nc2ccc(F)cc2F)cc1OC	6%	?	1%	nt	-2	-2	-17	0%	1%	-16
O=C(Cc1sc(Nc2ccccc2)nc1-c1ccccc1)NCc1ccccc1	8%	?	-1%	15%[46.1 µM]	52	1	0	8%	-6%	13
O=C(NCC(c1ccco1)N1CCCC1)c1cn(Cc2ccccc2)nc1-c1ccccc1 (centres undefined)	-12%	9%	0%	4%	-20	3	-8	2%	1%	12
O=C(Nc1cc2c(cc1Br)OCCO2)c1ccco1	0%	?	2%	0%[46.1 µM]	26	21	10	-1%	4%	-4
O=C(O)CCc1ccc(-c2ccccc2)n1NC(=O)c1sc2ccccc2c1Cl	nt	?	-7%	7%	-39	4	6	1%	-5%	-1
O=C(Nc1ccc(Br)c2cccnc12)c1ccc(Cn2cc(Cl)cn2)o1	4%	0%	-8%	6%[46.1 µM]	2	1	-6	-1%	1%	0
O=C(Nc1cccnc1)c1cc(Br)c(Br)s1	-3%	29%	-15%	-5%	-7	?	-17	6%	-2%	-2
O=C(CC(c1ccccc1)c1ccccc1)Nc1ccc(C(=O)O)cc1	1%	3%	5%	-1%	-11	-3	-8	4%	0%	-2
CC(C)(C)c1cc(-c2nc(N)nc(N)n2)cc(C(C)(C)C)c1	3%	-14%	1%	3%[46.1 µM]	-1	30	6	20%	1%	-21
CCC(C)(C)NC(=O)C(c1ccccc1Cl)N(Cc1cccnc1)C(=O)CCC(=O)Nc1cc(C)on1 (centres undefined)	2%	-13%	0%	-6%	14	0	-3	3%	1%	-18
CCOCCCNC(=S)N1CCC(NC(=O)C23CC4CC(CC(C4)C2)C3)CC1	1%	0%	12%	nt	-7	-3	13	-1%	2%	-18
COc1ccc(-n2c(N)c(C#N)c3ccc([N+](=O)[O-])cc3c2=O)cc1	8%	?	0%	-2%[46.1 µM]	-2	1	4	-1%	2%	-1
Cc1ccc(NC(=O)CC(=O)Nc2ccc(C)cc2)cc1	-5%	-11%	8%	15%	0	28	-3	1%	1%	-6
O=C(CSCC(=O)N1CCOCC1)Nc1ccccc1	6%	13%	0%	1%	5	-1	-5	-1%	-2%	3
CSc1ccc(CN2CCSCC2)cc1	-3%	-3%	1%	nt	-2	1	-9	0%	2%	15
COc1ccc(NC(=O)C2CC(c3ccc(Cl)cc3)=NO2)cc1 (centres undefined)	1%	-1%	2%	-3%	20	?	-1	0%	3%	-2
CC(=O)c1c(C)[nH]c(C(=O)Nc2cccc(C)n2)c1C	-3%	?	8%	3%	6	1	-16	0%	-1%	0
CC(C)=CCC[C@](C)(O[C@@H]1O[C@H](CO[C@@H]2O[C@H](CO)[C@@H](O)[C@H](O)[C@H]2O)[C@@H](O)[C@H](O)[C@H]1O)C1CC[C@]2(C)C1C(=O)CC1[C@@]3(C)CC[C@H](O[C@H]4O[C@@H](CO)[C@H](O)[C@@H](O)[C@@H]4O)C(C)(C)C3CC[C@]12C (some centres undefined)	4%	?	13%	-4%	-11	nt	8	nt	3%	-2
CC(=O)Nc1ccccc1OCc1nnc(-c2ccc(Cl)cc2)o1	4%	?	?	1%	-3	-1	0	13%	2%	-6
COc1ccc(CC(NC(C)=O)C(=O)NC2CCN(C(=O)C3CC3)CC2)cc1OC (centres undefined)	13%	10%	18%	-2%	-7	1	2	4%	-2%	-7
COc1ccc(NC(=O)C2CCCN(S(=O)(=O)c3cccc4cccnc34)C2)cc1OC (centres undefined)	-3%	21µM*	-8%	-3%	6	13	15	-8%	1%	1
COC(CNC(=O)c1ccc(N2CCc3ccccc32)c([N+](=O)[O-])c1)OC	-11%	?	-6%	0%[46.1 µM]	0	?	19	-4%	0%	1
CC(C)CC(=O)Nc1ccc(C(=O)CN2CCN(c3ccc(O)cc3)CC2)cc1	8%	?	-14%	-3%	-5	-2	0	-1%	0%	-1
CCN(CC(=O)Nc1c(F)cccc1F)C(=O)c1cnc(C)cn1	7%	14%	4%	1%	-1	0	-9	-4%	0%	1
COc1ccccc1-c1noc(-c2ccncc2)n1	4%	?	-1%	-2%	-4	4	0	-1%	-1%	9
CCc1cccc(NC(=O)CCS(=O)(=O)c2ccc3c(c2)NC(=O)CO3)c1	2%	-3%	-17%	3%	3	2	9	0%	2%	-28
CN1CCN(c2nc3c(c(=O)n(C)c(=O)n3C)n2Cc2ccccc2)CC1	-4%	12%	-3%	-3%	-14	0	13	1%	2%	3
CCCCN(C(=O)C1CSC2(C)CCC(=O)N12)c1c(N)n(Cc2ccccc2)c(=O)[nH]c1=O (centres undefined)	-3%	-14%	20%	5%	10	0	1	-3%	-1%	3
COc1cc(CNCCc2ccc(S(N)(=O)=O)cc2)ccc1OCC(=O)NC1CCCCC1	-11%	7%	19%	0%	18	-2	-32	2%	4%	-3
O=C(CNc1ccccc1-c1ccccc1)NCc1ccccc1	11%	0%	-7%	4%[46.1 µM]	-2	27	2	?	1%	-5
CC(C)[C@H](NC(=O)N1CCn2c1nc1ccccc12)C(=O)NC1CCCCC1	-1%	3%	-8%	5%	19	?	-20	0%	0%	5
CC(C)c1ccc(NC(=S)Nc2ccc3cn[nH]c3c2)cc1	25%	13%	-10%	3%	-24	?	28	-8%	4%	-12
O=C(c1ccc(Br)cc1)c1cc([N+](=O)[O-])ccc1N1CCCCC1	-7%	?	11%	4%	12	0	-26	8%	-1%	10
COc1cc(C(=O)Nc2ccc3nc(N4CCN(C)CC4)cc(C)c3c2)cc(OC)c1OC	-7%	?	-12%	-4%	14	0	23	-7%	0%	4
O=C(NCc1ccccn1)c1ccc2c(=O)n(CCc3ccccc3)c(=O)[nH]c2c1	-2%	-3%	?	-3%	-2	-5	-12	0%	3%	-3
CCOC(=O)c1oc2c(c1C)C(=O)CCC2	5%	?	-3%	0%[46.1 µM]	10	0	19	0%	-1%	-1
O=C(CN1CCN(Cc2ccccc2)CC1)c1ccccc1	-3%	1%	5%	-6%	-8	-1	5	1%	-1%	4
C[C@@H](NC(=O)OC(C)(C)C)C(=O)NCC1CCC(C(=O)N[C@@H](Cc2ccccc2)C(=O)O)CC1 (some centres undefined)	8%	18%	-25%	2%	-11	5	-1	11%	2%	-5
Cc1sc2ncnc(SCc3ccco3)c2c1C	1%	?	-17%	4%	-14	4	-4	-16%	2%	3
Cn1c(CO)cnc1SCc1c(Cl)cccc1Cl	-4%	21%	-9%	-3%	-7	-2	3	0%	1%	15
COc1cc(C)ccc1OCCCOc1ccccc1Br	16%	?	0%	-2%	0	16	1	-1%	2%	-4
Oc1ccccc1CN1CCN(C(c2ccccc2)c2ccccc2)CC1	11%	-3%	4%	nt	2	3	?	-7%	0%	-42
Cc1csc(NC(=O)CCCC(=O)c2ccccc2)n1	26%	9%	-2%	11%	16	17	9	1%	4%	-10
COC(=O)CCNc1ccc2c(c1)OCCO2	2%	?	10%	-4%	-11	-2	3	-12%	4%	18

3 consecutive entries already listed, quoted:
SMILES	AT treatment	ELG1 DNA repair	Eya2 inh	TCR act	TSHR antagonist	TRPV1 ag	KCNH2 3.1 block	Mito fusion yeast	USP2a block	KCNH2 WT inh
Cn1c(CO)cnc1SCc1c(Cl)cccc1Cl	-4%	21%	-9%	-3%	-7	-2	3	0%	1%	15
COc1cc(C)ccc1OCCCOc1ccccc1Br	16%	?	0%	-2%	0	16	1	-1%	2%	-4
Oc1ccccc1CN1CCN(C(c2ccccc2)c2ccccc2)CC1	11%	-3%	4%	nt	2	3	?	-7%	0%	-42
